Anesthetic bind: binds horse apoferritin like a general anesthetic | P02791 | apoferritin/1-aminoanthracene competitive binding, fluorescence | Potency, µM (series often up to 77.5 µM), without a hit: at the top dose activity change, negative = displacement, actives largely listed as inhibitors | actives 0.074% (n = 350,000); note: potency is the fitted concentration of half-maximal effect; % is set by controls: 0 for no effect and ±100 for the full control effect; nearly all actives have a fitted effect of over 20% in size
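Probe: 1-aminoanthracene (50% saturated, PBS). Protein: horse-spleen apoferritin, 10 uM. Incubation: 10 min, room temperature. Detection: 380 nm excitation, 535 nm emission. Analysis: normalized response, four-parameter Hill.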
APEX1 inh: APE1 (human) endonuclease inhibition; recombinant APE1, TAMRA/BHQ-2 abasic DNA cleavage fluorescence; Potency, µM (series often up to 65.8 µM), for inactives: at the top dose activity change, negative = inhibition, actives largely listed as inhibitors; actives 0.35% (n = 350,000);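 note: potency is the fitted concentration of half-maximal effect; plate controls were vehicle for no effect and reference inhibitor for full effect; nearly all actives have a fitted effect of over 55% in size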
Target sequence (P27695 whole entry, looked up): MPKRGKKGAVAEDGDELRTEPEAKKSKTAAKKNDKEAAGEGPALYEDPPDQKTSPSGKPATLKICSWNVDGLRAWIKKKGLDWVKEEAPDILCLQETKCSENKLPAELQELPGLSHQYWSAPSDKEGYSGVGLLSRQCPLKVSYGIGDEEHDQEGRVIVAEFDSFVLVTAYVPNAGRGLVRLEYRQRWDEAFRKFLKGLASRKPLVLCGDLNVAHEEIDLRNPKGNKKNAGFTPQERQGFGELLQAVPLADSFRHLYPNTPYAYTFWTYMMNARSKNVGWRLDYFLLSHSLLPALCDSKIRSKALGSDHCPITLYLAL
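Quantitative HTS: incision of a TAMRA/BHQ-2 double-stranded substrate bearing a tetrahydrofuran abasic site by 0.75 nM APE1 raises fluorescence. Substrate 50 nM final, added after 15 min compound preincubation at room temperature; progress as third-minus-first kinetic read difference.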
POLH inh: blocks human DNA polymerase eta activity. recombinant Pol eta, fluorescent DNA replication assay. Potency, µM (top dose mostly 114 µM), for inactives: at the top dose activity change, negative = inhibition, usual class: inhibitors. actives 1.2% (n = 390,000). AID 588591; note: potency is the fitted concentration of half-maximal effect; % is set by controls: 0 for no effect and ±100 for the full control effect
Target sequence (Q9Y253 whole entry, looked up): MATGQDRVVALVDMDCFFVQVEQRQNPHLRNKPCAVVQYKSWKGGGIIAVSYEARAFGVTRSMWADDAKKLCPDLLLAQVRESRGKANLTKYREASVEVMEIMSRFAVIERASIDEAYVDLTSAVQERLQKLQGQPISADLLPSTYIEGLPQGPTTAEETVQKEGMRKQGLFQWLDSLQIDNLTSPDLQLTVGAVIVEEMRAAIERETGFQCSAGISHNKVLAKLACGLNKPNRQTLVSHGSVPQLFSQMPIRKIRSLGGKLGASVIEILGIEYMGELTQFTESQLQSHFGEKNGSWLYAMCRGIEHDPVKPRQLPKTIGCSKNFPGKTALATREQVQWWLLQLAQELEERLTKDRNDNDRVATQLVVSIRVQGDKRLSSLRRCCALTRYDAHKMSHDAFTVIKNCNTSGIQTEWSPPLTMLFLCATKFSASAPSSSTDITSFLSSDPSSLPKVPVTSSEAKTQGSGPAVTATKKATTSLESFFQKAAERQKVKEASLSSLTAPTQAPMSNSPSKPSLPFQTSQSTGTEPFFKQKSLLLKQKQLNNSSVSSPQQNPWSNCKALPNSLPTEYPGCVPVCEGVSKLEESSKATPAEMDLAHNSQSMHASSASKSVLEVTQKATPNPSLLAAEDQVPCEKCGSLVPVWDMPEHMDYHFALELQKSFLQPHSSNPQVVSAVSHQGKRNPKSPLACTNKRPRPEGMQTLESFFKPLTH
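Fluorescent replication assay: 50 nM final substrate added after a 15 min room-temperature compound preincubation with 10 nM enzyme. Signal taken at 0 min and again at 10 min.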
GRP78 ERSR act: inducers of ER stress response in human glioma cells | Potency, µM, inactives show at the top dose activation, most hits filed as activators | U87-MG GRP78 promoter luciferase reporter, 16 h | actives 0.02% (n = 420,000); note: potency is the fitted concentration of half-maximal effect; series mostly up to about 76 µM; % of control where 0% means no effect; nearly all actives have a fitted effect of over 35% in size
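Stably transfected U87-MG glioma cells carrying a GRP78-based luciferase sensor; 16 h compound incubation. Luminescence end-point read 10 min after Bright-Glo addition at room temperature.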
POLK inh: DNA polymerase kappa (human) inhibition | Potency, µM (series often up to 107 µM), without a hit: at the top dose activity, negative = inhibition, usual class: inhibitors | Q9UBT6 | actives 0.53% (n = 400,000) | AID 588579 | purified Pol kappa, fluorescent DNA synthesis assay, 10 min; note: potency is the fitted concentration of half-maximal effect; % is set by controls: 0 for no effect and ±100 for the full control effect
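10 nM Pol kappa was preincubated with compounds for 15 min at room temperature. Reaction started with 50 nM (final) substrate. Fluorescence read kinetically at 0 and 10 min.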
BLM inh: inhibitors of human Bloom syndrome helicase BLM | P54132 | recombinant BLM DNA unwinding, fluorescence dequenching | Potency, µM (top dose mostly 56.1 µM), for the others: at the top dose activity change, negative = inhibition, actives largely listed as inhibitors | actives 0.2% (n = 350,000) | AID 2528;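 note: potency is the fitted concentration of half-maximal effect; plate controls were vehicle for no effect and no enzyme for full effect; nearly all actives have a fitted effect of over 35% in size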
POLI inh: DNA polymerase iota (human) inhibition; Q9UNA4; Pol iota fluorescent replication assay, 10 min; Potency, µM (top dose mostly 115 µM), for inactives: at the top dose activity, negative = inhibition, actives largely listed as inhibitors; actives 1% (n = 390,000); note: potency is the fitted concentration of half-maximal effect
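Fluorescent replication assay read twice, at 0 min and 10 min after adding 50 nM (final) substrate. Enzyme (10 nM) and compounds were first incubated 15 min at room temperature; enzyme-free buffer wells were negative controls.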
LDHA inh: blocks human lactate dehydrogenase A; purified LDHA, NADH/diaphorase-resazurin fluorescence; hits give low values; activity change, % (values are at about 110 or 230 µM); actives 0.15% (n = 480,000); in the data active = activity change below about -30%; inconclusive = mostly about -25% to -30%;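 note: plate controls were DMSO wells for no effect and wells without enzyme for full effect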
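Human LDH5 at 2 nM final in Tris HCl pH 7.4 with 0.06 mM NADH and 0.2 mM pyruvate, reacted 5 minutes at room temperature. Remaining NADH coupled via diaphorase/resazurin; resorufin fluorescence read at 0 and 20 minutes, normalized to enzyme-free and DMSO wells.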
Pol beta inh: DNA polymerase beta (human) inhibition | actives 1.3% (n = 340,000) | Potency, µM (doses to about 114 µM), inactives show at the top dose activity change, negative = inhibition, hits mostly inhibitors | AID 485314 | Pol beta primer extension/strand displacement, fluorescence kinetic; note: potency is the fitted concentration of half-maximal effect; % is set by controls: 0 for no effect and ±100 for the full control effect
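Curves were derived by four-parameter Hill fits of normalized qHTS data. The kinetic fluorescent primer-extension read was taken at 0 and 10 min after 50 nM substrate, following a 15 min room-temperature preincubation of 10 nM enzyme with compounds.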
An asterisk follows results filed as active; [ ] = dose if it differs, or a comment. Unless noted, calls come from the whole dose curve; as a rule, active = well fitted curve in the direction sought with a large enough effect; inconclusive = small, poorly fitted or top-dose-only effect, or another doubt; inactive = no such curve, though single readings can be large; an effect the other way counts as inactive or inconclusive. These rows are one share of the data (hit frequency here may not be typical).

Results for O=[S+]([O-])([O-])c1ccc2c(c1)cc([S+](=O)([O-])[O-])c1nn(-c3ccc(/C=C/c4ccc(-n5nc6c([S+](=O)([O-])[O-])cc7cc([S+](=O)([O-])[O-])ccc7c6n5)cc4[S+](=O)([O-])[O-])c([S+](=O)([O-])[O-])c3)nc12 ?
GRP78 ERSR act: -3.8%; POLK inh: 10µM*; POLI inh: inconclusive; LDHA inh: 10.1

What do the screens show for `O=C1CC(c2ccccc2)n2nc(NC(=O)c3ccccc3)nc2N1` (stereo unspecified)?
Anesthetic bind: -11.7%; APEX1 inh: 0.8%; POLH inh: 0.6%; GRP78 ERSR act: -1.9%; POLK inh: -6.0%; BLM inh: 4.4%; POLI inh: 34.4%[activator]; LDHA inh: 0.0; Pol beta inh: 33.2%

Results for Cc1ccc(S(=O)(=O)N[C@H](C(=O)Oc2ccc3c(C(F)(F)F)cc(=O)oc3c2)c2ccccc2)cc1 ?
APEX1 inh: -8.0%; POLH inh: -0.4%; GRP78 ERSR act: -3.9%; POLK inh: -13.0%; BLM inh: -2.7%; POLI inh: 7.4%; LDHA inh: -1.9; Pol beta inh: 40.1%

Results for CCc1cc2cc(OC)ccc2nc1SCC(=O)NNC(=O)c1ccco1 ?
Anesthetic bind: -2.5%; APEX1 inh: 1.9%; POLH inh: -11.7%; GRP78 ERSR act: -5.4%; POLK inh: -9.4%; BLM inh: -2.9%; POLI inh: 54.2%[activator]; LDHA inh: -6.8; Pol beta inh: -15.3%

How did CCN(CC)CCN1C(=O)C(=O)/C(=C(/O)c2c(C)[nH]c(C(=O)OC)c2C)C1c1ccc(C)o1 (stereo unspecified) do in these assays?
Anesthetic bind: -4.9%; APEX1 inh: 3.3%; POLH inh: -4.7%; GRP78 ERSR act: -4.5%; POLK inh: -11.4%; BLM inh: -2.4%; POLI inh: 58.1%[activator]; LDHA inh: 11.8; Pol beta inh: -25.9%

How did CCNC(=S)N1CCN(S(=O)(=O)c2ccccc2C(F)(F)F)CC1 do in these assays?
Anesthetic bind: -10.1%; APEX1 inh: -2.1%; POLH inh: 4.1%; GRP78 ERSR act: 6.3%; POLK inh: 1.0%; BLM inh: -1.2%; POLI inh: 106.2%[activator]; LDHA inh: -12.0; Pol beta inh: -2.0%

Results for N/C(COc1ccc(Cl)cc1Cl)=N\O ?
Anesthetic bind: -4.6%; APEX1 inh: 2.6%; POLH inh: -7.4%; GRP78 ERSR act: -0.7%; POLK inh: -4.5%; BLM inh: 0.1%; POLI inh: 20.5%; LDHA inh: -9.3; Pol beta inh: 1.1%

Results for CCOC(=O)c1oc2ccccc2c1NC(=O)C1CCCCC1 ?
Anesthetic bind: -9.8%; APEX1 inh: -0.5%; POLH inh: -17.1%; GRP78 ERSR act: -3.4%; POLK inh: 2.0%; BLM inh: -1.4%; POLI inh: 13.2%; LDHA inh: -2.7; Pol beta inh: 12.1%

How did CCOc1ccc2nc(NC(=O)CN3C(=O)NC4(CCCC4)C3=O)sc2c1 do in these assays?
APEX1 inh: 3.4%; POLH inh: -7.5%; GRP78 ERSR act: 2.9%; POLK inh: -6.8%; POLI inh: 15.1%; LDHA inh: -11.2

How did COc1ccc2oc(C)c(NC(C)=O)c2c1 do in these assays?
Anesthetic bind: -2.3%; APEX1 inh: 4.7%; POLH inh: 4.9%; GRP78 ERSR act: -3.6%; POLK inh: -22.7%; BLM inh: 0.4%; POLI inh: 6.6%; LDHA inh: -3.8; Pol beta inh: 8.7%

How did O=c1[nH][nH]c(-c2ccccc2)c1C=Nc1ccc(Cl)cc1 do in these assays?
Anesthetic bind: inconclusive; APEX1 inh: 16.3%; POLH inh: -10.6%; GRP78 ERSR act: 1.3%; POLK inh: -8.2%; BLM inh: -8.6%; POLI inh: 17.8%; LDHA inh: -2.5; Pol beta inh: 33.7%

Results for COc1cc(NC(=O)c2ccccc2Cl)c2ncccc2c1 ?
Anesthetic bind: 62.4%[activator]; APEX1 inh: 25.1%; POLH inh: -23.2%; GRP78 ERSR act: -1.2%; POLK inh: -0.7%; BLM inh: -7.3%; POLI inh: -16.6%; LDHA inh: -1.1; Pol beta inh: -11.9%

What do the screens show for `CCOC(=O)CNC(=O)Cn1nc(N2CCN(c3ccccc3)CC2)ccc1=O`?
Anesthetic bind: -4.1%; POLH inh: -2.3%; GRP78 ERSR act: -1.4%; POLK inh: 2.8%; BLM inh: -3.7%; POLI inh: -11.9%; LDHA inh: -4.4; Pol beta inh: 30.1%

Results for COc1ccc(C(=O)c2oc3ccc(Br)cc3c2NC(C)=O)cc1 ?
Anesthetic bind: -8.4%; APEX1 inh: 1.7%; POLH inh: -11.7%; GRP78 ERSR act: -4.1%; POLK inh: 1.6%; BLM inh: 3.0%; POLI inh: 28.3%; LDHA inh: -4.6; Pol beta inh: 19.9%

How did COC(=O)c1cc(C(=O)OC)cc(N2C(=O)CC(NNC(=O)c3ccccc3Br)C2=O)c1 (stereo unspecified) do in these assays?
Anesthetic bind: -9.7%; APEX1 inh: 17.3%; POLH inh: -3.4%; GRP78 ERSR act: -3.7%; POLK inh: -10.1%; BLM inh: -6.1%; POLI inh: 5.9%; LDHA inh: 3.8; Pol beta inh: 14.3%

How did CC1CCc2c(sc3ncnc(SCC(=O)N4CCN(C(=O)c5ccco5)CC4)c23)C1 (stereo unspecified) do in these assays?
Anesthetic bind: -10.3%; APEX1 inh: -2.9%; BLM inh: -2.1%; Pol beta inh: -0.5%

What do the screens show for `CCOc1ccccc1NC(=O)CN1C(=O)CC(c2ccco2)Sc2ccccc21` (stereo unspecified)?
Anesthetic bind: 1.5%; POLH inh: -20.8%; GRP78 ERSR act: -1.4%; POLK inh: -8.3%; BLM inh: -11.3%; POLI inh: inconclusive; LDHA inh: -1.6; Pol beta inh: inconclusive

Results for CCCCN1C(=O)C(O)(c2c(C)[nH]c3ccccc23)c2cc(Br)ccc21 (stereo unspecified) ?
Anesthetic bind: -14.1%; POLK inh: -19.8%; BLM inh: -10.5%; POLI inh: -10.1%; LDHA inh: 4.2; Pol beta inh: 3.5%

Results for O=C(CN1CCC(n2nnc3cc(F)ccc32)CC1)NC1CCCCC1 ?
Anesthetic bind: -21.6%; APEX1 inh: -3.7%; POLH inh: -16.7%; GRP78 ERSR act: -2.1%; POLK inh: -10.6%; BLM inh: -0.1%; POLI inh: 10.2%; LDHA inh: -1.0; Pol beta inh: 13.8%

What do the screens show for `COc1cccc2cc(C(=O)Nc3ccc(C)cc3)c(=O)oc12`?
Anesthetic bind: -5.7%; POLH inh: -18.1%; GRP78 ERSR act: 0.3%; POLK inh: 0.8%; BLM inh: -0.3%; POLI inh: 32.5%[activator]; LDHA inh: -3.5; Pol beta inh: 4.0%

Results for COc1ccc(-c2nc3cnc(OC)nc3n(CCc3ccccc3)c2=O)cc1 ?
APEX1 inh: 22.4%; GRP78 ERSR act: -3.4%; POLK inh: -2.4%[60.1 µM]; BLM inh: 8.2%

Results for Clc1ccccc1N1CCN(Cc2c[nH]c3ccccc23)CC1 ?
POLH inh: -21.8%; GRP78 ERSR act: -1.7%; POLK inh: -5.5%; POLI inh: 187.4%[activator]; LDHA inh: -6.8

How did CC1CCCCC1NC(=O)NC(=O)CCl (stereo unspecified) do in these assays?
Anesthetic bind: inconclusive; APEX1 inh: -10.4%; POLH inh: -12.4%; GRP78 ERSR act: 14.4%; POLK inh: 7.7%; BLM inh: 0.3%; POLI inh: 16.2%; LDHA inh: 0.7; Pol beta inh: 11.3%

What do the screens show for `O=C(OCn1nnc2ccccc2c1=O)c1ccc2ccccc2n1`?
Anesthetic bind: -9.0%; APEX1 inh: -5.4%; POLH inh: -8.5%; GRP78 ERSR act: -5.4%; POLK inh: -5.3%; BLM inh: 1.7%; POLI inh: 64.2%[activator]; LDHA inh: -1.3; Pol beta inh: 7.9%

How did C=CCN1C(=O)C(Cc2cccc(Cl)c2)S/C1=N/N=C/c1ccco1 (stereo unspecified) do in these assays?
Anesthetic bind: -10.1%; APEX1 inh: -5.9%; POLH inh: -9.1%; GRP78 ERSR act: -3.9%; POLK inh: -16.9%; BLM inh: -10.4%; POLI inh: -11.4%; LDHA inh: -1.1; Pol beta inh: -1.7%

What do the screens show for `O=c1c(-c2cc(-c3ccc(Cl)cc3)nc3c2COc2ccccc2-3)coc2ccccc12`?
Anesthetic bind: -4.2%; POLH inh: -9.6%; GRP78 ERSR act: 2.3%; POLK inh: 4.3%; BLM inh: -2.7%; POLI inh: 8.2%; LDHA inh: 2.3; Pol beta inh: 0.9%

What do the screens show for `Cc1cc(C)n(C)c(=O)c1C#N`?
Anesthetic bind: 1.2%; APEX1 inh: 0.9%; POLH inh: -7.0%; GRP78 ERSR act: 1.8%; POLK inh: -10.1%; BLM inh: -3.5%; POLI inh: 19.5%; LDHA inh: -2.5; Pol beta inh: 0.5%

How did O=C(CSc1ccc(Cl)cc1)Nc1cccc(-c2nc3ccccc3[nH]2)c1 do in these assays?
Anesthetic bind: -8.6%; APEX1 inh: -7.3%; POLH inh: inconclusive; GRP78 ERSR act: 10.1%; POLK inh: -29.0%; BLM inh: -13.6%; POLI inh: inconclusive; LDHA inh: -9.3; Pol beta inh: -12.1%

Results for CCCCCCC(NC(=O)Cc1ccc2ccccc2c1)C(=O)O (stereo unspecified) ?
APEX1 inh: -15.4%; POLH inh: -7.5%; GRP78 ERSR act: -2.6%; POLK inh: -11.9%; POLI inh: -17.5%; LDHA inh: 0.8

Screens: PubChem BioAssay, National Center for Advancing Translational Sciences (NCATS)
